Screens from PubChem.
HIV RNase H inh – inhibitors of HIV-1 reverse transcriptase RNase H; inhibition, % at 10 µM; hit rate 1.9% among 65,000; RT-RNase H RNA/DNA duplex cleavage, fluorescence; P04585; in the data active = inhibition above about 50%
RmlCD inh mix – mixture blocks RmlC and RmlD coupled enzyme activity | hit rate 0.39% among 110,000 | RmlC/RmlD coupled enzyme inhibition, 384-well mixture HTS | inhibition, % at 5.5 µM | AID 1532; in the data active = inhibition above about 30%, passing the limit was not always enough; also: strong numbers were not always called active
Numbers without * were called inactive; · = no result given. Not all compounds are listed; rates above refer to the full screens.

SMILES	HIV RNase H inh	RmlCD inh mix
CCOC(=O)C1=C(N)OC2=C(C(=O)CC(C)(C)C2)C1c1ccoc1 (stereo not given)	-8	-12
CCC(=O)N1CCN(c2ccc(Cl)cc2NC(=O)Cc2ccccc2)CC1	-16	10
COc1ccc(CCNC(=O)CCNS(=O)(=O)c2cccc3nsnc23)cc1OC	-6	-7
COc1cc(S(=O)(=O)N(Cc2cccs2)C2CC2)ccc1-n1cnnn1	·	8
O=C(O)CSc1nc(-c2ccccc2)cc(=O)[nH]1	·	22
Cc1c(NC(=O)CSc2nncc3ccccc23)c(=O)n(-c2ccccc2)n1C	0	-15
CCOC(=O)/C(=N\Nc1cc(C(F)(F)F)ccc1Cl)N(CC)CC	·	-11
COc1ccc(C2CC(=O)C=C(NCCC(C)C)C2)cc1 (stereo not given)	·	4
N[C@@H](Cc1c[nH]c2ccccc12)c1nnc(SCc2ccccc2F)o1	-12	9
OC(CN1CCCCC1)CN(c1ccccc1)c1ccccc1 (stereo not given)	3	-9
CN(C)S(=O)(=O)c1ccc(NS(=O)(=O)/C=C/c2ccccc2)cc1	-6	5
O=C(CN1C(=O)CSC1=O)c1ccccc1	-10	-7
COC(=O)c1cn(NC(=O)c2cccc(F)c2)c(=O)c2ccccc12	·	9
Cc1ccccc1NC1=C(Cl)C(=O)OC1NC(=O)c1ccccc1 (stereo not given)	·	-13
CCOc1ccc(CNC23CN4CN(CN(C4)C2)C3)cc1	-15	-8
Cc1c(Br)cc(C(=O)NCCCN2CCOCC2)c(C)c1C	-2	4
CCCCn1c(C(C)NC(=O)CCC)nc2ccccc21 (stereo not given)	-8	7
O=C(Sc1nnc(-c2ccccc2)o1)N1c2ccccc2Sc2ccccc21	4	1
COc1ccccc1N1CCN(c2nc3ccccn3c(=O)c2C=O)CC1	·	-4
CCOc1ccccc1-n1nnnc1SCc1nc2ccccc2s1	-86	·
CCN(CC)c1ccc(NC(=O)Cn2cc3c(n2)CCC(C)C3)c(C)c1 (stereo not given)	11	15
Cc1ccccc1-n1nnnc1Sc1nnnn1-c1ccccc1	·	-12
O=C(NCCc1c[nH]c2ccccc12)C1CCN(c2nnc(N3CCCC3=O)s2)CC1	-6	11
Cn1cccc1C(=O)NC(=O)COC(=O)c1ccc(O)cc1	·	8
COC(=O)c1ccc(-c2ccc(CNCC(O)c3ccccc3)o2)cc1 (stereo not given)	-4	9
C=C1N2CCC(CC2)C1(O)c1ccc(C)c(C)c1 (stereo not given)	·	8
CCn1c(SCC(=O)NC2CCCc3ccccc32)nnc1-c1cccs1 (stereo not given)	·	-13
CN(C(=O)c1ccc(NC(=O)C2CC=CCC2C(=O)O)cc1)c1ccccc1 (stereo not given)	3	4
CCOCCn1c(N2CCN(c3ccc(OC)cc3)CC2)nc2c1c(=O)n(C)c(=O)n2C	2	·
O=C(CC1(O)C(=O)Nc2cc(Cl)cc(Cl)c21)c1ccccc1O (stereo not given)	-19	8
Cc1ccc2c(c1)C(O)(CC(=O)c1cccnc1)C(=O)N2 (stereo not given)	-19	5
COC(=O)c1cn(CC(=O)NC2CCCCC2)c2ccccc12	-7	5
COc1ccc(NC(=O)CNS(=O)(=O)c2cccs2)c(OC)c1	·	5
CON(C)c1nc(Oc2ccc(=O)[nH]n2)nc(N(C)C)n1	-12	3
Cc1occc1-c1nnc(SCC(=O)Nc2nccs2)n1CCc1ccccc1	-1	-13
CC(=O)C1C(c2ccncc2)NC(=O)NC1(O)C(F)(F)F (stereo not given)	-4	-2
CCNC(=O)CN(c1ccc(OC)c(OC)c1)S(=O)(=O)c1ccccc1	-18	1
CCOC(=O)COc1ccc(Oc2nc(C)cc(OC)n2)nn1	-3	-5
COC(=O)c1[nH]c2ccc(C)cc2c1NC(=O)CN1CCCCC1C (stereo not given)	7	·
Cc1ccc(N)cc1-n1c(C)ccc1C	-22	-6
CCOC(=O)c1c(-c2ccccc2)csc1NC(=O)c1ccc(S(=O)(=O)N2CC(C)OC(C)C2)cc1 (stereo not given)	·	-11
CC1(C)CC(=O)C(C(c2ccccc2F)C2C(=O)CC(C)(C)CC2=O)C(=O)C1	·	-7
COCCCn1c(SCc2cccc(OC)c2)nc2cc(OC)c(OC)cc2c1=N	·	-3
Cc1ccc2c(c1)CCCN2C(=O)Nc1ccc2c(c1)OCO2	-11	29
Clc1ccccc1C1CC(c2ccccc2)Nc2ncnn21 (stereo not given)	-11	5
Cc1ccc(OCC(=O)N2N=C(C(F)(F)F)CC2(O)C(C)(C)C)cc1C (stereo not given)	·	-9
COC(=O)C(C(=O)Nc1cccc(C)n1)C1CCCCCC1 (stereo not given)	·	-11
CCOC(=O)Cn1c(=O)c(-c2ccccc2NC)nc2ccccc21	·	11
CSCCC(NC(=O)C1CCC(C)CC1)C(=O)N1CCN(c2ccccn2)CC1 (stereo not given)	-5	-14
Cc1ccc(S(=O)(=O)c2cc3c(=O)n4ccccc4nc3n(CC3CCCO3)c2=N)cc1C (stereo not given)	-4	·

Carrying on:
SMILES	HIV RNase H inh	RmlCD inh mix
CCC(CC)C(=O)Nc1cccc(C(=O)N2CCCCCC2)c1	-8	-2
COc1cnc(-c2ccccc2)nc1Oc1ccc(C(C)(C)C)cc1	·	5
Cc1csc(N(C(=O)c2cccc(S(=O)(=O)N(C)C)c2)c2ccccc2)n1	-7	-14
COc1ccccc1CNC(=O)c1cnc2ccccn2c1=O	-31	8
CCCCCCC(=O)Nc1nc(C)c(-c2csc(Nc3cccc(OC)c3)n2)s1	·	-20
O=C(NC1CCCCC1)C(c1ccc(F)cc1)N(Cc1ccco1)C(=O)Cn1nnc2ccccc21 (stereo not given)	14	-4
COc1cccc(Oc2cncnc2-c2ccc(OC)cc2O)c1	-15	7
Cc1ccccc1-n1c(SCc2ccccn2)nc2n[nH]c(C)c2c1=N	-14	3
Cc1ccc(NC(=O)CCC(C(=O)O)N2C(=O)c3ccccc3C2=O)cc1 (stereo not given)	-12	8
COC(=O)c1ccccc1OCC(=O)NC1CCCCC1	-13	-82
CCC1S/C(=N/C(=O)NC2CCCCC2)NC1=O (stereo not given)	·	-5
COC(=O)C1=C(N)Oc2cc(C)n(Cc3cccnc3)c(=O)c2C1c1ccc(OC)c(OC)c1OC (stereo not given)	10	-1
CCCC(=O)Nc1c(O)c2ccccc2[nH]c1=O	-1	-1
COC(=O)c1ccc(C(=O)OC)c(NC(=O)c2cc3ccccc3o2)c1	-3	·
CCN(c1ccc(NC(=O)COC(=O)c2ccc(C)c(S(=O)(=O)N3CCOCC3)c2)cc1)C(C)C	·	4
CC(=O)c1cccc(NC(=O)N2CCCC2C(=O)NCc2ccccc2)c1 (stereo not given)	-8	2
CCn1cc(C(=O)Nc2ccc(OC)c(OC)c2)c2cc(OC)c(OC)cc2c1=O	·	-12
Cc1nn(CC(O)COc2ccc3c(c2)CCC3)c(C)c1C (stereo not given)	-3	-19
CCCSc1nnc(NC(=O)Nc2ccccc2)s1	3	·
COc1cccc(-c2cc(=O)c3cc(NC(=O)c4ccc(N(C)C)cc4)ccc3[nH]2)c1	·	-14
NC1C=CC=C(C(=O)O)C1 (stereo not given)	·	9
CC(C)CC(=O)N1CCC(O)(CS(=O)(=O)Cc2ccc(Cl)cc2)CC1	·	6
O=C(NCc1cccs1)c1cc(-c2ccccc2)nn1CC1CC(c2cccnc2)=NO1 (stereo not given)	·	9
NC(=O)C1CCCN(S(=O)(=O)c2ccccc2)C1 (stereo not given)	3	-5
COc1ccc(NC(=O)c2ccco2)cc1NC(=O)c1ccc(Br)o1	-6	-5
CCCCNC(=O)CCNS(=O)(=O)c1ccc(C)cc1	·	-3
O=C1c2ccccc2C(O)(Cc2ccccc2)N1CCCN1CCOCC1 (stereo not given)	-3	6
CCC(C)(C)n1nnnc1C(c1cc2cc(OC)c(OC)cc2[nH]c1=O)N1CCc2ccccc21 (stereo not given)	-8	17
CN(C)c1ccc(C(=O)Nc2ccc(O)c3c(=O)cc(-c4ccccc4Cl)oc23)cc1	·	-14
CCn1nc(C)c(C(=O)Nc2cc(Oc3ccc(Cl)cc3)cc([N+](=O)[O-])c2)c1C	·	8
Oc1c(I)cc(I)c2cccnc12	11	-7
CCOC(=O)C1=C(C)Nc2nnnn2C1c1ccccc1Cl (stereo not given)	·	1
CC1CC(C)CN(CCCn2c(=S)[nH]c3ccccc3c2=O)C1 (stereo not given)	0	8
CC1Cc2ccccc2N1Cc1nc2cc(Cl)ccc2c(=O)[nH]1 (stereo not given)	·	-15
Cc1cc(C)c(S(=O)(=O)O)c(C)n1	1	-1
CCOC(=O)c1c(NC(=O)CCN2C(=O)c3ccccc3C2=O)sc(C(=O)OC(C)C)c1C	·	3
CN(C)c1cc(O)c(C(=S)Nc2ccccc2)c(N(C)C)c1	-75	·
O=C(Nc1nc(-c2ccncc2)cs1)c1ccc(S(=O)(=O)N2CCOCC2)cc1	-15	·
CC(CN(C)Cc1ccccc1)OC(=O)c1ccc2c(c1)OCCO2 (stereo not given)	-15	-19
O=C(CN1C2=NCCN2c2ccccc21)N1CCOCC1	-12	-7
O=C(NC1CCCCCCC1)c1ccco1	-14	-77
COCCn1c(=NC(=O)CSC(C)=O)sc2cc(OC)ccc21	-20	-2
CN(C1CCS(=O)(=O)C1)S(=O)(=O)c1ccc(N2CCCC2=O)cc1 (stereo not given)	8	-10
COc1ccc(Sc2nc3ccccc3n3c(C(F)(F)F)nnc23)cc1	·	26
CCc1nnc(NC(=O)c2ccncc2)s1	5	-21
COc1cc(C(=S)N2CCCC2)cc(OC)c1O	·	0
CCOC(=O)c1cc2cc(C)ccc2[nH]1	-14	1
Cc1ccc2c(c1)CCCN2C(=O)c1ccco1	·	6
CCOc1ccc(C2C(C(=O)Nc3ccc(F)cc3)=C(C)Nc3nc(CCCO)nn32)cc1 (stereo not given)	-7	11
Cc1c(NS(=O)(=O)c2cccc3nsnc23)c(=O)n(-c2ccccc2)n1C	-1	·

19 successive records from above, quoted:
SMILES	HIV RNase H inh	RmlCD inh mix
CCn1nc(C)c(C(=O)Nc2cc(Oc3ccc(Cl)cc3)cc([N+](=O)[O-])c2)c1C	·	8
Oc1c(I)cc(I)c2cccnc12	11	-7
CCOC(=O)C1=C(C)Nc2nnnn2C1c1ccccc1Cl (stereo not given)	·	1
CC1CC(C)CN(CCCn2c(=S)[nH]c3ccccc3c2=O)C1 (stereo not given)	0	8
CC1Cc2ccccc2N1Cc1nc2cc(Cl)ccc2c(=O)[nH]1 (stereo not given)	·	-15
Cc1cc(C)c(S(=O)(=O)O)c(C)n1	1	-1
CCOC(=O)c1c(NC(=O)CCN2C(=O)c3ccccc3C2=O)sc(C(=O)OC(C)C)c1C	·	3
CN(C)c1cc(O)c(C(=S)Nc2ccccc2)c(N(C)C)c1	-75	·
O=C(Nc1nc(-c2ccncc2)cs1)c1ccc(S(=O)(=O)N2CCOCC2)cc1	-15	·
CC(CN(C)Cc1ccccc1)OC(=O)c1ccc2c(c1)OCCO2 (stereo not given)	-15	-19
O=C(CN1C2=NCCN2c2ccccc21)N1CCOCC1	-12	-7
O=C(NC1CCCCCCC1)c1ccco1	-14	-77
COCCn1c(=NC(=O)CSC(C)=O)sc2cc(OC)ccc21	-20	-2
CN(C1CCS(=O)(=O)C1)S(=O)(=O)c1ccc(N2CCCC2=O)cc1 (stereo not given)	8	-10
COc1ccc(Sc2nc3ccccc3n3c(C(F)(F)F)nnc23)cc1	·	26
CCc1nnc(NC(=O)c2ccncc2)s1	5	-21
COc1cc(C(=S)N2CCCC2)cc(OC)c1O	·	0
CCOC(=O)c1cc2cc(C)ccc2[nH]1	-14	1
Cc1ccc2c(c1)CCCN2C(=O)c1ccco1	·	6

Further entries follow:
SMILES	HIV RNase H inh	RmlCD inh mix
O=C1c2ccccc2CN1CCNS(=O)(=O)c1ccc(Cl)cc1	-38	7
CC(C)Cn1c(=O)c(C(=O)Nc2ccccc2S(N)(=O)=O)c(O)c2ccccc21	13	-46
O=C(O)CC(CCc1ccccc1)OC1OC(CO)C(O)C(O)C1O (stereo not given)	·	-8
CCOC(=O)Nc1ccc(S(=O)(=O)NCc2ccccc2)cc1	-5	6
Cc1csc(NC(=O)CSc2nnc3c4ccccc4nc(C(C)(C)C)n23)n1	·	12
COc1cc(OC)c(C2C(C#N)=C(N)Oc3cc(C)n(CCCN4CCOCC4)c(=O)c32)cc1OC (stereo not given)	1	5
O=C(CN1C(=O)CSC1=O)Nc1ccccc1N1CCOCC1	-5	-7
O=C(O)c1ccccc1S(=O)CCO (stereo not given)	·	-10
O=C(Nc1ccc(Cl)cc1)Nc1ccc2c(c1)N1CCN=C1S2	14	-5
COc1cccc(-n2c(CNc3ccc(F)cc3)nnc2SCC(N)=O)c1	1	-15
CCc1ccc2nc(SCC(=O)N(CC)CC)c(C#N)cc2c1	0	-5
COc1ccc(S(=O)(=O)n2nc(OC(=O)c3ccncc3)cc2N)cc1	·	13
CC1=C(C(=O)N2CCC3(CC2)OCCO3)C2(CCC(C)CC2)OC1=O (stereo not given)	-1	-10
Cc1ccc(C(=O)NCCCn2ccnc2)cc1[N+](=O)[O-]	·	12
CCC(C)c1ccc(S(=O)(=O)N2CCN(C(=O)COc3ccc4c(C)cc(=O)oc4c3)CC2)cc1 (stereo not given)	·	6
CNC(=O)Nc1cc(C(C)(C)C)no1	-9	-16
CSc1nc(-c2ccco2)nn1S(=O)(=O)c1ccccc1	-30	·
CCC(C)NC(=O)Cn1cnc2sc(C)cc2c1=O (stereo not given)	-13	4
c1csc(-c2csc(-c3cccs3)n2)c1	-13	4
CC(C)OC(=O)Cn1nnc(-c2ccccc2)n1	·	-16
CCOC(=O)c1c(C=O)c(C)n(Cc2ccccc2Cl)c1C	·	19
O=C(COc1ccc(Br)cc1)NCc1ccccn1	·	-63
CCc1nc(N[C@@H](CC(C)C)C(=O)O)c2oc3ccccc3c2n1	·	-8
CC(C)(C)OC(=O)NC(CCNC=C1C(=O)OC(C)(C)OC1=O)C(=O)O (stereo not given)	-4	-13
Cc1nn(Cc2ccc(Cl)c(Cl)c2)c(C)c1NC(=O)c1cc(-c2ccco2)on1	-25	4
CS(=O)(=O)N1CCN(C(=O)c2ccc(-c3ccccc3)cc2)CC1	-6	3
